TTR transcr act: TTR transcription activation, primary screen; SH-SY5Y TTR promoter Gaussia luciferase, luminescence; 100% = recombinant luciferase protein wells; activation, % at 16.7 µM; 92,000 compounds, 1.3% hits;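 active means activation above the mean of all tested compounds plus 3 SD, cut at about 9.5% in these data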;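 further: cells exposed to compounds for one day before reading; 0% = median of all test compound wells on the plate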
* hit, by the source's call.

The first three records as a preview:
SMILES | TTR transcr act
O=C(Nc1cccc2ccccc12)OC[C@@H]1CSCCS(=O)(=O)N1 | 7.3
CN(c1ccccc1C(=O)N1CCOCC1)S(C)(=O)=O | -5.3
COc1ccc(S(=O)(=O)Nc2ccc3c(c2)C(=O)N([C@H](C)CO)C[C@H](C)[C@@H](CN(C)C(=O)Nc2c(C)noc2C)O3)cc1 | 1.9

Main list, repeating the preview:
SMILES | TTR transcr act
O=C(Nc1cccc2ccccc12)OC[C@@H]1CSCCS(=O)(=O)N1 | 7.3
CN(c1ccccc1C(=O)N1CCOCC1)S(C)(=O)=O | -5.3
COc1ccc(S(=O)(=O)Nc2ccc3c(c2)C(=O)N([C@H](C)CO)C[C@H](C)[C@@H](CN(C)C(=O)Nc2c(C)noc2C)O3)cc1 | 1.9
CCc1ccc(C(C(=O)NC2CCCC2)N(Cc2cccnc2)C(=O)c2csnn2)cc1 (stereo not drawn) | -1.3
C=CCNc1nc(N)c([N+](=O)[O-])c(NCCO)n1 | 1.6
CCOc1ccc(C(=O)N2CCN(S(=O)(=O)c3cccs3)CC2)c(OCC)c1 | 1.6
CS(=O)(=O)c1ccc2nc(NC(=O)c3ccc(=O)[nH]c3)sc2c1 | 0.9
CSc1nc(Oc2ccc(C)cc2)cc(C(F)(F)F)n1 | -2.9
COc1ccccc1Cn1c(C)nc2ccccc21 | 2.5
Cc1ccc(-c2nc3c4ccccc4ccn3c2Cc2ccccc2C(F)(F)F)cc1 | -0.3
COc1ccccc1NC(=O)N1CCCC1C(=O)NCc1ccccc1F (stereo not drawn) | 0.0
Cc1cc(S(=O)(=O)NC[C@H]2O[C@@H](n3cnc4c(N)ncnc43)[C@H](O)[C@@H]2O)c(C)s1 | 2.9
Cc1ccc(CNC(=O)CCS(=O)(=O)c2ccc3c(c2)NC(=O)CS3)cc1 | 4.1
CC(C)(C)c1ccc(OCC(=O)N(c2ccccn2)C2CCCCC2)cc1 | 0.0
CCOc1cc(C(=S)N2CCN(C)CC2)ccc1OCC(=O)N1CCOCC1 | -0.2

7 of the entries above in order of the TTR transcr act value, lowest first.
SMILES	TTR transcr act
CCc1ccc(C(C(=O)NC2CCCC2)N(Cc2cccnc2)C(=O)c2csnn2)cc1 (stereo not drawn)	-1.3
CC(C)(C)c1ccc(OCC(=O)N(c2ccccn2)C2CCCCC2)cc1	0.0
CCOc1ccc(C(=O)N2CCN(S(=O)(=O)c3cccs3)CC2)c(OCC)c1	1.6
COc1ccc(S(=O)(=O)Nc2ccc3c(c2)C(=O)N([C@H](C)CO)C[C@H](C)[C@@H](CN(C)C(=O)Nc2c(C)noc2C)O3)cc1	1.9
COc1ccccc1Cn1c(C)nc2ccccc21	2.5
Cc1cc(S(=O)(=O)NC[C@H]2O[C@@H](n3cnc4c(N)ncnc43)[C@H](O)[C@@H]2O)c(C)s1	2.9
Cc1ccc(CNC(=O)CCS(=O)(=O)c2ccc3c(c2)NC(=O)CS3)cc1	4.1

Continuation.
SMILES | TTR transcr act
CN1CCCN(Cc2nc(-c3cccc(C(F)(F)F)c3)no2)CC1 | -0.8
Nc1nonc1C(=Nc1ccccc1)NO | 1.5
CC(C)[C@H](NC(=O)N1CCn2c1nc1ccccc12)C(=O)N[C@H](Cc1ccccc1)C(=O)O | 2.4
CN(c1ccc(C(=O)Nc2ccc3c(c2)OCO3)cc1)S(C)(=O)=O | -2.2
CCOC(=O)c1ccc(NC(=O)CCc2nc(-c3ccc(C)cc3)no2)cc1 | -0.6
Cc1sc(NC(=O)/C=C/c2ccc3c(c2)OCO3)nc1-c1ccccc1 | -6.0
C[C@@H](NC(=O)c1ncn2c1c(=O)[nH]c1ccc(Br)cc12)c1ccccc1 | -1.6
CCOC(=O)C1=C(C)NC(C)=C(C(=O)OCC)C1c1ccncc1 | -1.1
CN1CCN(C(=O)c2cc3c(c(-c4cccc(Br)c4)n2)[C@H](CCO)N(S(=O)C(C)(C)C)C3)CC1 (stereo partly drawn) | 0.2
O=C(O)c1c2c(nc3ccccc13)-c1ccccc1CC2 | -1.5
COc1ccc(Cl)cc1NS(=O)(=O)c1cn(C)nc1C | -1.2
O=C(O)C1C2C=CC(C2)C1C(=O)Nc1ccccc1Br (stereo not drawn) | 6.6
COc1ccc(N=C2SC(CC(=O)Nc3ccccc3)C(=O)N2Cc2ccco2)cc1 (stereo not drawn) | -1.8
CC(C)(C)c1cc(C(=O)NN)n(Cc2ccc(Cl)cc2Cl)n1 | 1.9
CC(CNC(=O)c1cc(COc2c(F)cccc2F)on1)c1ccccc1 (stereo not drawn) | -2.6
COc1ccc2c(C(=O)NCCCCO)c(-c3ccc(S(C)(=O)=O)cc3)sc2c1 | 6.1
C[C@@]12C(=O)Nc3cc(Cl)ccc3C(=O)N1[C@H]1c3cc(Br)ccc3OC[C@@H]1[C@@H]2c1ccccc1 | -2.8
C=CCn1c(SCC(=O)Nc2sc3c(c2C#N)CCC(C)C3)nc2cc(C(=O)O)ccc2c1=O (stereo not drawn) | 1.0
CC(=O)NC1(c2ccccc2)CCN(C(=O)N2CCOCC2)CC1 | 1.4
CN1CCC(N(C)C(=O)c2cc(S(=O)(=O)N(C)c3ccccc3)ccc2Cl)CC1 | 0.6
CCN1C(=S)SC(=O)C1=C1C=C(C)N(Cc2ccco2)C(C)=C1 | -0.9
COc1ccc(S(=O)(=O)Nc2ccc3c(c2)C(=O)N([C@@H](C)CO)C[C@@H](C)[C@H](CN(C)C(=O)CCCN(C)C)OCCCC[C@H](C)O3)cc1 | -1.4
COC(=O)c1c(C)oc2ccc(OC(=O)c3cccs3)cc12 | 0.7
COc1cccc(N(C(=O)c2csnn2)C(C(=O)NC2CCCC2)c2ccccc2)c1 (stereo not drawn) | -0.8
CC(=O)NC1=CC(=C[N+](=O)[O-])C=C1O | -0.4
COc1ccc(-c2cc3ncnc(Cl)c3s2)cc1 | -1.5
CCN(Cc1ccccc1)c1ccc(/C=N/N=C(N)N)cc1 | -2.1
Cc1cc(C)nc(N2CCCC(C(=O)NCc3ccccc3)C2)n1 (stereo not drawn) | -5.7
CCCNC(=S)NCc1ccc(Cl)cc1 | 1.2
S=c1[nH]nc(-c2ccc3ccccc3n2)n1-c1ccc2ncccc2c1 | 1.6
Cc1cc(N)c(NC2=CC(=O)CC(C)(C)C2)cc1C | 1.8
COc1ccc(S(=O)(=O)N2CCOCC2)cc1NC(=O)c1cc(C)oc1C | 0.3
COc1ccc(CNC(=O)COC(=O)c2ccc(Br)c(S(=O)(=O)N3CCOCC3)c2)cc1 | 0.7
CN(C)c1cccc(C(=O)NN2C(=O)NC3(CCCCC3)C2=O)c1 | -1.4
COc1ccc(-c2nc(N)n(C(=O)c3cccs3)n2)cc1 | 0.3
O=S(=O)(c1ccc(Br)cc1)N1CCCC1c1nc2ccccc2s1 (stereo not drawn) | -0.9
CC(C)C[C@@H](CN1CCC[C@H]1CN1C(=O)C(=O)NC[C@@H]1Cc1ccccc1)N1C[C@H](Cc2ccc(O)cc2)N(CC2CCCCC2)C(=O)C1=O | 9.6
Cc1ccc(CN2CCC(NC(=O)c3ccccc3)CC2)cc1 | -0.7
CC(=O)c1c(C)[nH]c(C(=O)OCc2cccc(Cl)c2)c1C | -1.8
COc1c(O)cccc1[C@@H](O)C1CCN(CCc2ccc(F)cc2)CC1 | 70*
CCC(C)NC(=S)Nc1ccc(C(=O)OC)cc1 (stereo not drawn) | -2.4
COc1ccc(F)cc1COc1nc(C)nc2ccccc12 | 0.1
CN(C)S(=O)(=O)N1CCN(c2ccc([N+](=O)[O-])c(NC3CC3)c2)CC1 | 2.0
CCCNC(=O)C1(C)CCCN(Cc2ccc(-n3ccnc3)cc2)C1 (stereo not drawn) | 2.3
O=C(Nc1ccccc1)N1CCN(c2ccccc2)CC1 | 0.3
CCC(C)NC(=O)c1ccccc1NC(=O)COc1ccc(OC)cc1 (stereo not drawn) | -0.1
Cc1ccc(-n2nc(C)c(NC(=O)CCl)c2C)cc1C | 0.5
CCCCNC(=O)C1(C)CCCCN1C(=O)c1cccc(OC(F)(F)F)c1 (stereo not drawn) | 0.5
Cc1ccc(NC(=O)CSc2ccc(S(=O)(=O)N3CCCC3)cn2)cc1F | -0.7
CSCC[C@H](NC(=O)[C@@H]1CSC2c3ccccc3C(=O)N21)C(=O)NC1CCCC1 (stereo partly drawn) | -0.2
Cc1ccc(C(=O)OCC(=O)Nc2ccc(Cl)cn2)cc1S(=O)(=O)N1CCOCC1 | 1.4
CNC(=O)Nc1cccc(-c2cc(-c3c(Cl)cccc3Cl)no2)c1 | -1.5
CC(C)OC(=O)CC1C(=O)NCCN1C(=S)NC(=O)c1ccc(F)cc1 (stereo not drawn) | 4.0
CCn1ccnc1CN(C)Cc1c(C(=O)N2C[C@@H](C)O[C@@H](C)C2)nc2ccc(Cl)cn12 | 1.4
Cc1occc1C(=O)O/N=C(\N)c1ccccc1 | 0.7
Cc1cc2oc(=O)cc(Cn3ccnc3)c2cc1Cl | -0.2
COCCNC(=O)CSc1nnc(-c2ccc(C)cc2)c(-c2ccc(C)cc2)n1 | -3.1
Cc1ccccc1NC(=O)CN1C(=O)CSc2ccc(S(=O)(=O)N3CCCC3)cc21 | 0.0
NS(=O)(=O)c1ccc(CCNC(=O)NC23CC4CC(CC(C4)C2)C3)cc1 | 0.9
O=C(NN1C(=O)C2C3C=CC(C3)C2C1=O)c1ccccc1 (stereo not drawn) | 0.0

The list goes on (3 carried over from the part before).
SMILES | TTR transcr act
Cc1ccccc1NC(=O)CN1C(=O)CSc2ccc(S(=O)(=O)N3CCCC3)cc21 | 0.0
NS(=O)(=O)c1ccc(CCNC(=O)NC23CC4CC(CC(C4)C2)C3)cc1 | 0.9
O=C(NN1C(=O)C2C3C=CC(C3)C2C1=O)c1ccccc1 (stereo not drawn) | 0.0
O=[N+]([O-])c1cc(Br)cc(C=Nc2ccc3c(c2)OCO3)c1O | -1.5
O=C(COC(=O)c1ccccc1O)NNC(=O)c1ccc(Br)cc1 | 9.9*
O=C(COC(=O)CCNS(=O)(=O)c1ccccc1)NC1CC1 | -0.1
CC(C)N1CCC(C)(C(=O)Nc2cccc(Oc3ccccc3)c2)C1 (stereo not drawn) | 0.3
CCC(C)[C@H](N)c1nnc(SCC(=O)c2ccc(Cl)cc2)o1 (stereo partly drawn) | 0.7
COc1ccc(N(C(=O)c2ccco2)C(C(=O)NC2CCCC2)c2ccc(N(C)C)cc2)cc1OC (stereo not drawn) | 17*
CC(C)c1cc(=O)n2c(nc3ccccc32)[nH]1 | -0.1
NC(=O)C1c2ccccc2CSc2ccccc21 (stereo not drawn) | -0.8
COc1ccc(CNC(=O)OC23CN(C(=O)OC(C)C)N(C(=O)OC(C)C)CC2(O)CN(S(=O)(=O)c2ccc(C)cc2)C3)cc1OC (stereo not drawn) | -1.8
COCc1cc(C)c2c(N)c(C#N)sc2n1 | 1.8
CCOc1ncccc1C(=O)N(C)CC(=O)Nc1ccc(F)cc1 | 4.4
O=C(Nc1ccc(Cl)cc1)Nc1ccc(Cl)c(Cl)c1 | -11
O=C(NCc1n[nH]c(=S)n1-c1ccc([N+](=O)[O-])cc1)c1ccc(S(=O)(=O)N2CCOCC2)cc1 | 1.0
O=C(NNC(=O)c1cc2ccccc2o1)c1ccc(Cl)cc1 | -0.8
FC(F)(F)c1ccc(Oc2ccc3cc(Br)ccc3c2)nc1 | -1.5
COC(=O)c1c(-c2ccc(OC)cc2)sc2ccc(OC)cc12 | -0.6
Cc1ccc(OCC(O)CN2C(=O)NC(C)(C)C2=O)c(C)c1 (stereo not drawn) | 0.3
COc1ccc(N2CCN(Cc3cc(=O)oc4cc(C)c(Cl)c(C)c34)CC2)cc1 | -0.1
COc1ccc(OC)c2[nH]c(=O)c(CCNC(=O)c3cccs3)cc12 | -0.2
O=C(CSc1ncn[nH]1)N1CCOCC1 | 0.2
Oc1ccc(Cl)cc1C=NN1CCCCCC1 | -0.8
CCN(CC)C(=O)C(C)N(C#N)c1nc(NC(C)C)nc(NC(C)C)n1 (stereo not drawn) | 1.3
O=c1c(N2CCOCC2)nsnc1N1CCOCC1 | 0.4
CC1(c2nnnn2Cc2ccccc2)CCCC(=O)N1Cc1cccs1 (stereo not drawn) | 0.2
COc1ccc(C(=O)NNC(=S)NC(=O)c2ccc(F)cc2)cc1Br | 0.2
CCC[C@H]1COCCS(=O)(=O)N1Cc1ccccc1 | 4.4
CCC(c1nnnn1-c1c(C)cccc1C)N1CCN(c2ccccn2)CC1 (stereo not drawn) | -2.2
CSCCC(NS(=O)(=O)/C=C/c1ccccc1)C(=O)NCCc1ccc(S(N)(=O)=O)cc1 (stereo not drawn) | 0.3
Cc1ccc(SC(=O)COc2ccccc2C)cc1 | 1.4
O=C(CCCn1cc([N+](=O)[O-])cn1)Nc1cccnc1 | -1.7
O=C1CC(CSc2ccc(Cl)cc2)=NN1 | -1.0
Cc1ccc2c(c1)CO[C@]21O[C@H](CCO)C[C@H](O)[C@H]1O | 0.8
CC(=O)N1CC(C)Sc2ccc(S(=O)(=O)NCCc3cccc(C)c3)cc21 (stereo not drawn) | -1.7
O=C(Nc1cccc2c1CCCC2)c1ccc(F)cc1 | -0.2
O=C(Nc1ccc(N2CCCC2)c(Cl)c1)c1cccc(-c2cc3ccccc3oc2=O)c1 | -0.5
CCOC(=O)c1nc2cc3n(c(CC(C)C)c-2c1C)CC(C)=C3C | 1.6
Cc1ccc(OCc2nnc(NC(=O)Cc3cccs3)s2)cc1 | 1.8
CCCCCc1c(-c2ccccc2OC)ncn1CCc1ccccc1OC | -4.8
COc1ccc(N2CCN(C(=O)NC3CCCCC3)CC2)cc1 | -2.6
CC(C)Oc1ccc(CNC(=O)c2ccc3nc(N4CCOCC4)sc3c2)cc1 | -0.9
Cc1scc(C(=O)N/N=C/c2ccc(OCC(C)C)cc2)c1C | -0.9
Cc1ccccc1Cn1c(NC2CCCC2)nc2c1c(=O)[nH]c(=O)n2C | 1.9
CCOc1ccc(N2C(=O)/C(=C\c3ccc(O)c(OC)c3)S(=O)(=O)C2c2cccc([N+](=O)[O-])c2)cc1 (stereo not drawn) | -2.3
Cc1nn(-c2ccccc2)c(N)c1C(c1ccc(C(C)C)cc1)c1c(C)nn(-c2ccccc2)c1N | 3.7
COc1ccc(O)c(/C=N/NC(=O)c2cc(=O)[nH]c3ccccc23)c1 | -0.3
Cn1c2ccccc2c2c(C(=O)O)cn(C3CCCC3)c(=O)c21 | 1.7

Screens as filed in PubChem BioAssay.

Only part of the results is shown; count on the stated rates, not on these rows.
